DAT uptake mod: changed human dopamine transporter uptake under cocaine IC80 | Q01959 | LLC-PK1 hDAT cells, [14C]-dopamine uptake with cocaine IC80; actives deviate in either direction | B-score at 10 µM | hit rate 1.3% among 110,000 | AID 449768;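 active = Z score or B-score, a plate-position-corrected score, falls beyond the plate's 99.7% confidence bounds, in either direction; inactive = both scores lie inside the 99.7% bounds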;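 also: scored against the spread of the other compound wells on the same plate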
IL1B cytotox: HUVEC cytotoxicity counter-screen, IL-1B stimulated; cell count reduction, % at 2 µM; hit rate 0.41% among 94,000; HUVEC cell count loss, Hoechst imaging; AID 845;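 active = cell count reduction more than 3 SD above the screen-wide mean, cut at about 70% in these data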;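 also: normalized per plate to untreated control cells as the no-loss baseline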
Ecoli WT expand: blocks growth of wild type E. coli BW25113. OD600 absorbance. growth inhibition, % at 100 µM. hit rate 0.15% among 98,000. AID 710;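 active = growth inhibition above about 50% at one test dose, limit read from the data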;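 also: growth measured after 20 h incubation at 37 °C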
VCAM1 TNFa inh: reduces TNF alpha induced VCAM1 expression in HUVEC. HUVEC TNFa-induced VCAM-1 immunofluorescence, high-content imaging. inhibition, % at 2 µM. hit rate 0.48% among 95,000;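 active = inhibition above the batch mean plus 3 SD, with images confirmed as a hit by eye, cut at about 37% in these data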;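 also: 0% = TNF-stimulated DMSO wells and 100% = unstimulated control wells; not every result past the cut was called active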
sEH inh: inhibitors of human soluble epoxide hydrolase; P34913; recombinant human sEH enzymatic activity assay; inhibition, % at 2 µM; hit rate 0.34% among 91,000; AID 707; in the data active = inhibition above about 80%; also: values of inactives mirror those of a sister screen read the other way; many of its hits are not listed in these tables
cytoskel mod: alters cytoskeleton assembly in HUVEC cells. HUVEC TNFa F-actin phalloidin imaging, high content. inhibition, % at 2 µM. hit rate 0.18% among 91,000;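 active = inhibition above the batch mean plus 3 SD and confirmed as a hit by visual image inspection, cut at about 30% in these data, passing the limit was not always enough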; also: strong numbers were not always called active
PLK1 PBD inh: Plk1 (human) PBD binding inhibition. P53350. Plk1 PBD phosphopeptide binding, fluorescence polarization. inhibition, %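 (tested at about 20 µM)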. hit rate 0.13% among 97,000. AID 693; in the data active = inhibition above about 34%, passing the limit was not always enough
Target sequence (P53350 whole entry, looked up): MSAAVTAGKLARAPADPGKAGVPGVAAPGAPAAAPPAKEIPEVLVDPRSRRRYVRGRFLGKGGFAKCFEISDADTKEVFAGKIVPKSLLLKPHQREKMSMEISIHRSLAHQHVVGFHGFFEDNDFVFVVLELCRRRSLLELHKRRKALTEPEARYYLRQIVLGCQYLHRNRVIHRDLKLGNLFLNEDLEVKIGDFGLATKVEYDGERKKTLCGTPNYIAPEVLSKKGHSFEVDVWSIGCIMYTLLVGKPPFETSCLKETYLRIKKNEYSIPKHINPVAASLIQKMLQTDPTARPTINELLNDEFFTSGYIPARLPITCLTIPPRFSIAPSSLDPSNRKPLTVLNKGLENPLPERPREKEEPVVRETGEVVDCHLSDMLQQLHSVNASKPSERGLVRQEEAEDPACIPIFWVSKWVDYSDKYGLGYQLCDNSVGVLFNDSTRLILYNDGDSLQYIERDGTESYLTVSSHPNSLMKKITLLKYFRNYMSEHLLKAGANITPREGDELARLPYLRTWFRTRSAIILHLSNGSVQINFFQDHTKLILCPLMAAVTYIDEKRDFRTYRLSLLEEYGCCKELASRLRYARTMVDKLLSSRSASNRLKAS
PLK1 inh: blocks human PLK1 kinase activity; inhibition, % at 10 µM; recombinant PLK1 kinase, TR-FRET peptide phosphorylation; hit rate 0.53% among 97,000;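 active = inhibition of 50% or more in the single-concentration screen; inactive = inhibition below 50%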;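 also: 0% = DMSO max control and 100% = H-89 dihydrochloride min control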
HUVEC tox TNFa: toxic to HUVEC cells under TNF alpha stimulation | HUVEC TNFalpha-stimulated, Hoechst cell count, imaging | hit rate 0.17% among 93,000 | AID 848 | cell count reduction, % at 2 µM;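 active = cell count reduction exceeding the screen mean by over 5 SD, scaled to untreated wells per plate, cut at about 78% in these data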;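 also: cells counted after 24 h of TNF alpha exposure following the 1 h pretreatment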
Active calls of the source: *; x = not tested or not shown. No enrichment for hits; about 3.4% have a hit in one of these screens.

Molecule	DAT uptake mod	IL1B cytotox	Ecoli WT expand	VCAM1 TNFa inh	sEH inh	cytoskel mod	PLK1 PBD inh	PLK1 inh	HUVEC tox TNFa
COc1ccc(C2CC(c3ccccc3)Nc3nc(NC(=O)c4cccs4)nn32)cc1 (stereo unspecified)	1.6	-178	1	-3	-13	3	4	-10	-19
Cn1nnnc1SCC(=O)N1CCc2ccccc2C1	0.094	-2	5	-12	-12	20	7	-4	-45
CCCOc1ccc(C(=O)NCc2ccco2)cc1	0.12	-17	3	8	4	29	-26	-12	-16
CCOc1ccc(Nc2nc(Cc3nnc(SCC(=O)c4ccc(C)c(C)c4)o3)cs2)cc1	-0.34	-2	-8	7	1	5	8	-4	-21
O=C(Nc1ccc(-c2nc3ncccc3o2)cc1)c1ccco1	-0.37	-24	8	-24	-10	-9	8	-24	12
O=C(Nc1ccccc1F)c1ccc(COc2ccc(Cl)cc2Cl)o1	-0.73	-23	x	16	2	-6	12	-9	10
CCn1nc(NC(=O)c2ccccn2)c2cc3cccc(C)c3nc21	-0.84	-14	-11	11	-14	0	3	-18	-26
Cc1ccc(S(=O)(=O)NC(CC(=O)N2CCc3ccccc32)c2ccco2)cc1 (stereo unspecified)	1.3	-16	-27	2	x	-7	7	-2	-21
Cc1cc(=O)n2nc(N3CCCC(C(=O)NC(C)c4ccccc4)C3)sc2n1 (stereo unspecified)	-0.041	7	1	4	4	-8	-18	-8	-5
CCCCn1cnc2c1c(=O)n(C)c(=O)n2C	-0.46	-9	-5	2	-5	11	8	-3	6
O=C1c2ccccc2C(=O)N1CC1c2ccccc2CCN1S(=O)(=O)c1ccccc1 (stereo unspecified)	-0.83	-27	-13	15	10	25	-12	-13	-15
Cn1c(=O)c2cc(S(=O)(=O)N3CCOCC3)ccc2n(C)c1=O	0.26	-17	-4	15	6	18	26	-9	-16
COCCSc1nnc(NS(=O)(=O)Cc2ccccc2)s1	-0.97	-35	-3	-21	4	-7	-15	-8	4
CC(C)NC(=O)NC(=O)COc1cccc2c1OC(C)(C)C2	0.13	-18	-6	-6	2	1	19	-15	-35
COc1ccc(NC(=O)Cc2nnc(SCC(=O)Nc3cc(C)ccc3OC)n2C)cc1	-0.23	-16	2	11	-24	19	0	-13	-8
CN(C)C(C)(C)C#CCCCCC#CC(C)(C)N(C)C	0.49	11	x	13	6	10	10	-3	-12
Cc1cccc(C2NS(=O)(=O)N=C2N)c1 (stereo unspecified)	-0.99	-15	-10	13	2	-11	-9	-10	-11
COC(=O)c1cc(NC(=O)CN(c2ccc3c(c2)OCO3)S(C)(=O)=O)ccc1Cl	-0.21	12	-7	20	4	17	11	-3	-14
C=CCNC(=O)NC(=S)c1ccccc1	-0.89	-1	12	5	5	-10	0	-8	0
Cc1cc2cc(CCNC(=O)c3ccc(S(=O)(=O)N4CCOCC4)cc3)c(=O)[nH]c2cc1C	1.1	-14	-12	-15	4	-1	-5	7	-29
Cc1ccc(C2OCC3(CO)COC(c4ccc(C)cc4)N23)cc1 (stereo unspecified)	-0.44	-45	-5	-16	-1	-14	-2	3	-13
CCCC(=O)Nc1nc(-c2ccc3c(c2)CCN3S(C)(=O)=O)cs1	-0.87	-35	1	13	-22	1	12	-9	-26
CC(C)(C)N(NC(=O)c1ccccc1)C(=O)c1cccc(C(=O)N(NC(=O)c2ccccc2)C(C)(C)C)c1	-0.26	8	-4	-1	4	0	14	-17	-5
CCOc1cc(CNCCO)cc(Br)c1OCc1ccc(Cl)cc1	x	-10	78*	20	3	-22	-17	-9	4
COc1ccccc1NC(=O)CSc1nc(O)cc(=O)n1-c1ccccc1OC	-0.041	18	-11	-13	-8	-20	7	-2	-6
c1ccc(CSc2n[nH]c(-c3ccco3)n2)cc1	x	-52	12	5	-5	8	5	-15	-9
O=C1c2ccccc2C(=O)N1CCCC(=O)N1CCc2ccccc21	x	-3	0	12	9	8	6	-32	-15
Cc1nnc(NC(=O)NC(C)N2C(=O)C3C4C=CC(C4)C3C2=O)s1 (stereo unspecified)	-0.78	4	-3	26	-5	-17	13	-7	-24
CCOC(=O)CCCCC(=O)c1[nH]c(=O)[nH]c1Cn1cnc2ccccc21	1.2	-65	5	10	-1	4	-4	-12	-28
O=c1c(CN2CCN(Cc3ccccc3)CC2)coc2ccc(Cl)cc12	1.1	-2	-1	-25	2	22	13	2	x
Cc1ccc2cc(CN(CCN3CCCC3)C(=O)Nc3ccccc3)c(=O)[nH]c2c1C	0.62	-17	3	18	10	6	-18	-10	-24
O=C(CN(c1ccc(Cl)c(Cl)c1)S(=O)(=O)c1ccccc1)N1CCc2ccccc2C1	-0.76	-11	-13	-16	0	28	-2	-9	-22
COc1ccccc1C(=O)NCC(=O)OC(C)C(=O)NC(=O)NC1CCCCC1 (stereo unspecified)	1.2	-12	5	-8	0	-15	-25	-6	11
CC1CN(CN2C(=O)c3ccccc3C2=O)CC(C)O1 (stereo unspecified)	-1.4	-16	6	6	2	-14	11	-5	-18
COc1ccc(CCNC2CC(=O)N(C)C2=O)cc1OC (stereo unspecified)	-0.81	-27	-7	6	-4	-7	-7	-3	-3
COc1ccc(OC)c(-c2oc3ccccc3c(=O)c2O)c1	0.3	-42	0	13	8	17	-16	-5	-1
O=C(Nc1nc2c(s1)C(=O)CCC2)c1ccccc1	-0.44	-9	-4	6	13	x	13	-3	-10
O=S(=O)(Nc1nc2ccccc2[nH]1)c1ccccc1	-0.05	9	5	4	19	-10	20	14	-10
Cc1ccc(NC(=O)CSCC(=O)Nc2ncc3c(n2)CC(c2ccco2)CC3=O)cc1 (stereo unspecified)	0.65	3	3	7	12	-14	4	-5	-14
COCCn1nnnc1C(c1cc2cc(C)ccc2[nH]c1=O)N1CCCCCC1 (stereo unspecified)	-0.087	2	9	-9	-6	-7	-10	-14	-13
COCCCNC(=O)c1c(N)n(-c2cccc(S(N)(=O)=O)c2)c2nc3ccccc3nc12	-0.67	-26	4	-13	-4	-8	0	-14	-6
COc1ccc(S(=O)(=O)N2CCN(S(=O)(=O)c3ccc(C(F)(F)F)cc3)CC2)cc1C	0.071	2	-3	x	-9	-12	-5	-11	x
Nn1c(SCC(=O)NCc2ccc3c(c2)OCO3)nnc1C1CC1	0.44	11	-5	6	10	10	-13	-10	-13
Cc1ccc(S(=O)(=O)C2(C(=O)O)CCCC2)cc1C	-0.0019	x	2	-3	x	1	-8	-16	8
CCc1ccccc1NC(=O)N[C@@H](C)C(=O)OC	1.8	13	0	-7	25	-14	16	-4	10
COc1cccc(CN2CCCC(C(=O)N3CCCCC3)C2)c1OC (stereo unspecified)	0.095	-12	-1	-15	2	52	-2	4	-10
Cc1ccc(-n2c(=O)c3sccc3n(CC(=O)NCc3ccco3)c2=O)cc1	-0.48	-1	2	2	-18	-29	1	-20	40
Cc1ccc(C2C(C#N)=C(N)SC(N)=C2C#N)cc1	x	3	8	-16	x	-21	-27	-12	-1
CCCNC(=O)CCn1c(-c2ccc(C)cc2)cc(C(=O)OCC)c1C	2.6	4	-6	-17	3	7	20	-7	5
O=C(NC(Nc1ncccn1)C(=O)c1ccccc1)c1ccccc1 (stereo unspecified)	0.41	-8	-2	5	0	-26	-18	-3	-8
Cc1ccc2cc(C(c3nnnn3Cc3ccccc3)N3CCc4ccccc43)c(=O)[nH]c2c1C (stereo unspecified)	1.7	-62	-14	4	-4	-8	-15	-19	-13
c1cncc(-c2nc(-c3ccco3)cs2)c1	-0.0029	5	12	15	x	-2	12	-5	-22
COc1ccc(C(=O)/C=C/c2ccccc2OC)c(OC(=O)c2ccc([N+](=O)[O-])cc2)c1	0.82	-7	x	x	-1	x	-13	-6	x
COc1cccc(CNCCc2c[nH]c3ccccc23)c1OCc1ccccc1F	0.25	-18	21	16	-1	-43	23	-10	4
O=C(O)CCSc1nnnn1-c1ccccc1	-0.021	8	-4	7	10	12	-22	3	-27
CCOC(=O)N1CCC(NC(=O)CSCc2nc(-c3cccc(OC)c3)oc2C)CC1	-0.0013	1	-5	3	48	9	5	-15	-2
COc1ccccc1NC(=O)COc1ccc(/C=N/NS(=O)(=O)c2ccc(C)cc2)cc1	-0.041	-9	-1	-47	-8	-1	28	-15	-4
C=CCN1C(=O)/C(=C2/Sc3ccccc3N2C)SC1=Nc1ccccc1C	-0.58	-23	-11	12	-3	12	21	-3	-6
CC(C)(C)OC(=O)N1CCC[C@H]1c1nnc(SCc2c(F)cccc2Cl)o1	0.65	-8	5	-4	4	-8	0	-13	-18
Cc1csc(NC(=O)CSc2nnc(-c3ccoc3C)o2)n1	-1.2	62	-4	-1	-16	-18	-5	12	1

(cont.)
Molecule	DAT uptake mod	IL1B cytotox	Ecoli WT expand	VCAM1 TNFa inh	sEH inh	cytoskel mod	PLK1 PBD inh	PLK1 inh	HUVEC tox TNFa
CC(C)(C)C(=O)NC1CCN(S(=O)(=O)c2ccc(C(F)(F)F)cc2)CC1	0.1	-146	1	-14	-1	7	9	-4	-20
CCOC(=O)c1c(NC(=O)CNCCO)sc(C)c1C	1.5	-63	8	2	12	x	-5	-4	7
CCn1c(SCC(=O)N2CCCc3ccccc32)nnc1-c1c[nH]c2ccccc12	0.99	-3	2	-18	-2	6	-20	-8	-17
COc1ccc(C2C=C(C)Nc3nc(SC)nn32)cc1 (stereo unspecified)	x	-12	5	3	x	-1	5	-2	-22
O=C(CC(c1ccc(F)cc1)c1ccco1)N1CCOCC1 (stereo unspecified)	x	-31	2	14	4	-3	-14	-7	-14
Cc1noc(/C=C/N(C)C)c1S(=O)(=O)N1CCCC(C(=O)NCc2cccs2)C1 (stereo unspecified)	-0.025	-3	1	14	22	10	4	-12	-35
O=C(O)c1cn(-c2ccccc2)nc1C(=O)O	-0.65	-42	x	-4	2	8	10	-3	-13
CC1/C(=N/O)CC(c2ccccc2)NC1c1ccccc1 (stereo unspecified)	0.93	x	5	12	-2	9	18	0	-25
COc1ccc(/C=c2/sc3n(c2=O)C(c2ccccc2OC)C2=C(N=3)c3ccccc3CC2)cc1O (stereo unspecified)	-0.45	-57	-19	0	-18	-14	-35	-11	-18
Fc1ccccc1/C=N/Nc1nn[nH]n1	-0.46	-34	2	7	-2	2	10	-14	-3
CCc1nc2oc3cc(OC)ccc3c(=O)c2c(=O)n1-c1ccccc1	0.087	15	-3	x	-9	-39	-7	-8	x
O=C(O)CCC(=O)N1CCc2cc(S(=O)(=O)N3CCCCC3)ccc21	-1.4	-29	-11	10	12	-5	17	-12	1
Cc1ccc(CS(=O)(=O)CCC(=O)NCC2CCCO2)cc1 (stereo unspecified)	-0.43	-19	2	14	7	8	13	-7	21
O=C(c1ccco1)N1CCN(c2cc(C(F)(F)F)nc3ncnn23)CC1	-0.3	6	6	8	-8	-22	3	-12	-6
COC(=O)c1sc(=S)n(-c2ccccc2)c1N	-0.92	-17	-1	6	4	-2	5	-8	x
CCC(Oc1ccccc1)C(=O)N1CCN(CC)CC1 (stereo unspecified)	-0.96	-19	1	-15	-11	x	3	1	6
N#Cc1cccc(C(c2nnnn2C2CCCC2)N2CCCCCC2)c1 (stereo unspecified)	1.1	-1	-9	15	-3	-22	-44	-14	-3
O=C1c2ccccc2C(=O)N1CCCc1nc2ccccc2c(=O)n1-c1cccnc1	0.2	15	4	8	-16	-28	-3	-11	-42
CN1C(=O)C(O)(CC(=O)c2cccnc2)c2ccccc21 (stereo unspecified)	-0.94	-60	x	0	-10	20	-20	0	-11
CCCCC(=O)Nc1ccc(C(=O)NNC(=O)c2ccco2)cc1	-0.24	-46	-8	14	-13	12	0	-4	1

Source: PubChem (several laboratories)
